High-throughput results: PubChem BioAssay, National Center for Advancing Translational Sciences (NCATS)
LDHA inh: inhibitors of human lactate dehydrogenase A | purified LDHA, NADH/diaphorase-resazurin fluorescence; stronger effect = lower value | activity change, % (values are at about 110 or 230 µM) | 480,000 tested, 0.15% active; in the data active means activity change below about -30%; inconclusive means mostly about -25% to -30%;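 further: plate controls were DMSO wells for no effect and wells without enzyme for full effect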
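Resorufin fluorescence (ex540/em590), read at 0 and 20 min after diaphorase/resazurin addition, reports the NADH left after a 5 min room-temperature reaction of 2 nM human LDH5 with 0.06 mM NADH and 0.2 mM pyruvate.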
BLM helicase inh: blocks DNA unwinding by human BLM helicase; recombinant BLM DNA unwinding, fluorescence dequenching; Potency, µM (doses to about 56.1 µM), for the others: at the top dose activity change, negative = inhibition, actives largely listed as inhibitors; 350,000 tested, 0.2% active;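 further: potency means the concentration at half of the fitted maximal effect; plate controls were vehicle for no effect and no enzyme for full effect; nearly all actives have a fitted effect of over 35% in size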
POLB inh: DNA polymerase beta (human) inhibition | P06746 | Pol beta primer extension/strand displacement, fluorescence kinetic | Potency, µM (top dose mostly 114 µM), for the others: at the highest dose activity change, negative = inhibition, hits mostly inhibitors | 340,000 tested, 1.3% active; further: potency means the concentration at half of the fitted maximal effect; on the % scale 0 is the no-effect control and ±100 the full control effect
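Pol beta (10 nM) was preincubated with compound for 15 min at room temperature. The reaction was then started with 50 nM substrate and read immediately and after a further 10 min at room temperature.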
APE1 inh: APE1 (human) endonuclease inhibition; recombinant APE1, TAMRA/BHQ-2 abasic DNA cleavage fluorescence; P27695; 350,000 tested, 0.35% active; Potency, µM (titrated, usually from 65.8 µM), without a hit: at the top dose activity change, negative = inhibition, hits mostly inhibitors;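 further: potency means the concentration at half of the fitted maximal effect; plate controls were vehicle for no effect and reference inhibitor for full effect; nearly all actives have a fitted effect of over 55% in size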
Target sequence (P27695 whole entry, looked up): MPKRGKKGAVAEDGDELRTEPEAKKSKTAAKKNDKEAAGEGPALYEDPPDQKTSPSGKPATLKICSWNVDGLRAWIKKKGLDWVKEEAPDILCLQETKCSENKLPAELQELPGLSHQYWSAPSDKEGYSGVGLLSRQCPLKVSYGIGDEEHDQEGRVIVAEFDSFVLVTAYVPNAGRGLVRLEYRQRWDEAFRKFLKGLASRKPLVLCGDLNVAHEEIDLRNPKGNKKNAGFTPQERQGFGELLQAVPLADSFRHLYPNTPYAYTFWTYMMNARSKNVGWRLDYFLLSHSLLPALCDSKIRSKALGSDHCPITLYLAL
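Readout is kinetic fluorescence (ex 525, em 598 nm) from cleavage of 50 nM TAMRA/BHQ-2 THF abasic duplex by 0.75 nM APE1, compound added 15 min beforehand at RT.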
GRP78 ERSR act: ER stress response induction in glioma; U87-MG GRP78 promoter luciferase reporter, 16 h; Potency, µM, for inactives: at the top dose activation, actives largely listed as activators; 420,000 tested, 0.02% active; further: potency means the concentration at half of the fitted maximal effect; series mostly up to about 76 µM; % of control where 0% means no effect; nearly all actives have a fitted effect of over 35% in size
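ERSR induction read as luciferase luminescence (Bright-Glo, 10 min at room temperature) in stably transfected human U87-MG glioma cells exposed to compounds for 16 h, using GRP78 as sensor.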
Pol kappa inh: inhibitors of human DNA polymerase kappa | purified Pol kappa, fluorescent DNA synthesis assay, 10 min | Potency, µM (top dose mostly 107 µM), for inactives: at the highest dose activity, negative = inhibition, usual class: inhibitors | 400,000 tested, 0.53% active | AID 588579; further: potency means the concentration at half of the fitted maximal effect; on the % scale 0 is the no-effect control and ±100 the full control effect
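Fluorescent qHTS in 1536-well format: enzyme (10 nM) and compound sat 15 min at room temperature before 50 nM substrate (final) was added. Signal taken at 0 and 10 min; no-enzyme buffer wells were negative controls.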
POLH inh: blocks human DNA polymerase eta activity; Q9Y253; recombinant Pol eta, fluorescent DNA replication assay; Potency, µM (doses to about 114 µM), for the others: at the highest dose activity change, negative = inhibition, usual class: inhibitors; 390,000 tested, 1.2% active; AID 588591; further: potency means the concentration at half of the fitted maximal effect; on the % scale 0 is the no-effect control and ±100 the full control effect
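Fluorescent replication assay: 50 nM final substrate added after a 15 min room-temperature compound preincubation with 10 nM enzyme. Signal taken at 0 min and again at 10 min.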
POLI inh: DNA polymerase iota (human) inhibition; 390,000 tested, 1% active; Q9UNA4; Potency, µM (top dose mostly 115 µM), without a hit: at the top dose activity, negative = inhibition, usual class: inhibitors; Pol iota fluorescent replication assay, 10 min; further: potency means the concentration at half of the fitted maximal effect
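Fluorescent replication assay read twice, at 0 min and 10 min after adding 50 nM (final) substrate. Enzyme (10 nM) and compounds were first incubated 15 min at room temperature; enzyme-free buffer wells were negative controls.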
Apoferritin bind: binds horse apoferritin like a general anesthetic. P02791. apoferritin/1-aminoanthracene competitive binding, fluorescence. 350,000 tested, 0.074% active. AID 485281. Potency, µM (titrated, usually from 77.5 µM), without a hit: at the top dose activity change, negative = displacement, most hits filed as inhibitors; further: potency means the concentration at half of the fitted maximal effect; on the % scale 0 is the no-effect control and ±100 the full control effect; nearly all actives have a fitted effect of over 20% in size
Target sequence (P02791 2-175 limits assumed): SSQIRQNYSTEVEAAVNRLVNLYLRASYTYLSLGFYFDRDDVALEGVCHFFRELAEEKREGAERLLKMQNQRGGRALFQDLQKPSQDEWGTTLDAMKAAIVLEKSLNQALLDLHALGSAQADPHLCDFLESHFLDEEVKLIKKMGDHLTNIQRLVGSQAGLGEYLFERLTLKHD
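Concentration-response curves derived by four-parameter Hill fitting of normalized fluorescence, where compounds displaced 1-AMA from 10 uM horse apoferritin following a brief 10 min room-temperature incubation; propofol titration acted as positive control.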
Starred values were filed as active, the others as inactive; ? = inconclusive; · = no result given; & = joins results of further samples; [ ] = another dose, or the depositor's remark. Unless noted, the call rests on the fitted dose curve; in most records, active means well fitted curve in the direction sought with a large enough effect; inconclusive means small, poorly fitted or top-dose-only effect, or another doubt; inactive means no such curve, though single readings can be large; an effect the other way counts as inactive or inconclusive.

SMILES	LDHA inh	BLM helicase inh	POLB inh	APE1 inh	GRP78 ERSR act	Pol kappa inh	POLH inh	POLI inh	Apoferritin bind
O=S(=O)(c1ccc(SCCOc2ccc(Cl)cc2)nc1)N1CCCC1	1	·	·	5%	-1%	-6%	-2%	24%	·
O=S(=O)(NCCc1ccccc1)c1cnc(Cl)c(Br)c1	1	-5%	-24%	24%	-2%	-3%	-16%	12%	?
Cc1ccc(SCC(c2ccccc2)N2CCN(CC(C)C)CCC2=O)cc1 (stereo unspecified)	·	-3%	·	25%	-2%	-19%	·	?	0%
CCCC(C)c1nnc(NC(=O)C2CCCO2)s1 (stereo unspecified)	-7	2%	4%	-2%	2%	-4%	-1%	9%	-2%
O=C(CN1CCc2ccccc2C1)Nc1ccc(OC(F)(F)F)cc1	3	-9%	-6%	-20%	6%	-9%	-11%	42%[activator]	-4%
Cc1cc(C(=O)NNC(=S)NCC2CCCO2)cs1 (stereo unspecified)	4	-4%	8%	3%	-1%	0%	1%	5%	-13%
Brc1ccccc1OCCCCN1CCCCC1	0	1%	-5%	20%	-1%	14%	-7%	24%	4%
CCc1ccc(C(C)NC(=O)Cc2ccc(F)cc2)cc1 (stereo unspecified)	-1	-2%	43%	3%	-3%	-13%	-3%	3%	-7%
O=C(Nc1cccc2nsnc12)c1cccnc1Cl	9	-6%	37%	-1%	-3%	-20%	-9%	13%	52%[activator]
C=C[C@](C)(O)CCC1C(=C)CC(OC(C)=O)C2C(C)(C)CCCC12C (stereo partly specified)	·	-18%	·	-7%	-4%	-12%[60.1 µM]	·	·	32%[activator]
Cc1ccc(S(=O)(=O)c2c(N)n(C)c3nc4ccccc4nc23)cc1	5	-4%	-9%	-2%	-3%	-11%	?	43%[activator]	224%[activator]
CCOc1ccc(NC(=O)COC(=O)c2ccc3ncsc3c2)cc1OCC	-12	·	·	6%	-2%	-1%	-12%	0%	·
CCOC(=O)c1c(NC(=O)Cc2ccccc2)sc2c1CC(C)(C)NC2(C)C	-13	5%	0%	6%	-2%	-8%	-17%	?	-16%
Cc1ccc(-n2c(=O)cc(N3CC(C)OC(C)C3)[nH]c2=O)cc1 (stereo unspecified)	-6	0%	23%	2%	2%	-1%	?	25%	2%
Cc1ccc(NC(=O)CN(c2ccc(Cl)cc2)S(=O)(=O)c2cc([N+](=O)[O-])ccc2Cl)cc1	-6	-1%	27%	-1%	-3%	-9%	-12%	-4%	-12%
COc1cccc(C2C(C#N)=C(N)OC(C(C)(C)C)=C2C#N)c1 (stereo unspecified)	4	-6%	10%	6%	-5%	-8%	0%	?	?
CC(=O)c1ccc(NC(=O)c2sc3nc4n(c(=O)c3c2C)CCCCC4)cc1	-1	-6%	31%	-5%	7%	-9%	-8%	20%	-16%
CCCCC(=O)Nc1ccc(NC(=S)NC(=O)CC)cc1OC	-2	-6%	6%	5%	-3%	-17%	-25%	-3%	1%
CC(C)C(NC(=O)c1ccc2c(c1)OCO2)C(=O)N/N=C\c1ccco1 (stereo unspecified)	-14	-1%	30%	0%	2%	-9%	-2%	5%	-7%
Cc1c(C(=O)NNC(=O)c2ccncc2)oc2ccc(Br)cc12	-5	·	·	-12%	-1%	-19%	3%	-8%	·

Single records, as listed above. Values in the order: LDHA inh | BLM helicase inh | POLB inh | APE1 inh | GRP78 ERSR act | Pol kappa inh | POLH inh | POLI inh | Apoferritin bind
Record of Cc1c(C(=O)NNC(=O)c2ccncc2)oc2ccc(Br)cc12 : -5 | · | · | -12% | -1% | -19% | 3% | -8% | ·
Record of CCOC(=O)c1c(NC(=O)Cc2ccccc2)sc2c1CC(C)(C)NC2(C)C : -13 | 5% | 0% | 6% | -2% | -8% | -17% | ? | -16%
Record of COc1cccc(C2C(C#N)=C(N)OC(C(C)(C)C)=C2C#N)c1 (stereo unspecified) : 4 | -6% | 10% | 6% | -5% | -8% | 0% | ? | ?
Record of CC(=O)c1ccc(NC(=O)c2sc3nc4n(c(=O)c3c2C)CCCCC4)cc1 : -1 | -6% | 31% | -5% | 7% | -9% | -8% | 20% | -16%

(continued)
SMILES	LDHA inh	BLM helicase inh	POLB inh	APE1 inh	GRP78 ERSR act	Pol kappa inh	POLH inh	POLI inh	Apoferritin bind
CC(C)(C)NC(=O)COC(=O)CCC(=O)c1cccs1	0	-1%	-30%	7%	-1%	0%	-17%	40%[activator]	-7%
Cc1oc2ncn(CC(C)C)c(=O)c2c1C(=O)NC(C)c1ccccc1 (stereo unspecified)	-7	-1%	0%	·	-2%	-10%	-8%	2%	-1%
NC(=O)C1O[C@@H](O)[C@H](O)[C@@H](O)[C@H]1O (stereo partly specified)	·	-1%	·	-1%	-5%	11%[60.1 µM]	·	·	-8%
CC1CC(=O)c2c(cc3c(-c4c(O)cc(O)c5c(O)c6c(cc45)OC(C)CC6=O)c(O)cc(O)c3c2O)O1 (stereo unspecified)	4	-21%	18µM*	?	?	?	10µM*	1.1µM*	?
CC1CN(C2CCN(C(=O)COc3ccccc3)CC2)CC(C)O1 (stereo unspecified)	-21	-9%	9%	-3%	-3%	4%	-9%	15%	11%
COc1ccccc1Nc1ncc2c(n1)CCN(Cc1cc(F)cc(F)c1)C2	-4	-12%	1%	·	·	-4%[60.1 µM]	·	24%	-4%
CCN(CC)S(=O)(=O)c1cccc(-c2nnc(SCC(=O)NC3CCCCCCC3)n2N)c1	1	-4%	0%	1%	-3%	-18%	-14%	15%	?
O=C(c1ccc(Cl)cc1)C(Cn1cncn1)C(Sc1ccccc1)c1ccccc1 (stereo unspecified)	-5	-4%	10%	-1%	-14%	-16%	-13%	?	-18%
COCCNC(=O)C(c1ccc(F)cc1)N(CCOC)C(=O)CCC(=O)Nc1ccccn1 (stereo unspecified)	-1	-2%	12%	10%	1%	-4%	-19%	22%	31%[activator]
Cc1ccc(SCC(=O)O/N=C(\N)c2cccc([N+](=O)[O-])c2)cc1	-2	-4%	?	0%	-3%	-11%	-18%	18%	11%
O=C(c1c[nH]c2ccc(S(=O)(=O)N3CCOCC3)cc2c1=O)N1CCN(c2ccccn2)CC1	-4	0%	6%	4%	-5%	0%	-15%	11%	0%
COc1ccc(N2CCN(CCNC(=O)CCC(=O)NNc3nc4ccccc4c4nc(C)nn34)CC2)cc1	-9	6%	34%	21%	-1%	-6%	-5%	7%	0%
CCCCCn1c(CN2CCN(Cc3ccccc3)CC2)nc2c1c(=O)n(C)c(=O)n2C	6	3%	-3%	14%	2%	0%	-19%	-1%	-4%
Cc1ccc(NC(=O)NC(=O)N(C(C)C)S(C)(=O)=O)nc1	-3	0%	0%	5%	0%	-16%	2%	10%	9%
CC(Oc1ccc(Br)cc1)C(=O)N1CCN(c2ccccn2)CC1 (stereo unspecified)	-5	1%	16%	32%[activator]	-4%	-20%	-9%	5%	-9%
CCCn1c(C(C)NC(C)=O)nc2ccccc21 (stereo unspecified)	-3	-3%	-21%	-4%	-5%	12%	-13%	22%	1%
O=C1CCN(Cc2ccc(O)cc2)CCN1[C@H](CO)c1ccccc1	-2	-3%	23%	1%	-2%&-2%	-15%&-18%	-10%	?	1%
CCc1ccc(NC(=O)CC2C(=O)NCCN2C(=O)c2ccc(F)cc2)cc1 (stereo unspecified)	-10&-4	0%&1%	21%&12%	0%	0%&-2%	-8%&8%	-15%&-13%	4%&35%	-6%&-5%
COC(=O)Cc1ccc(NC(=S)NNC(=O)C2CC2)cc1	-8	-7%	1%	-1%	-2%	-14%	5%	31%[activator]	-4%
C[C@H](NC(=O)c1[nH]cnc1C(=O)Nc1ccccc1)C(=O)OC(C)(C)C	-2	-13%	-1%	9%	-3%	-11%	-13%	16%	-9%
COc1ccc(NS(=O)(=O)c2cc3c(cc2C)N(C(C)=O)CCO3)cc1OC	4	-1%	-18%	39%	-1%	4%	1%	37%[activator]	-13%
Cc1ccccc1-c1nc(CS(=O)(=O)CC(=O)NCCCN2CCN(C)CC2)c(C)o1	-4&3	-1%&-6%	16%&0%	29%	-7%&-2%	2%&-2%	-12%&-1%	?	-2%&-11%
CCN(C(=O)c1cc2c(s1)-c1ccccc1OC2)c1cc(OC)ccc1OC	-1	-11%	?	12%	-2%	2%	-10%	-15%	63%[activator]
O=C(NCCc1csc(-c2ccccc2)n1)c1ccc(Br)o1	0	1%	-29%	-5%	-2%	8%	-14%	-19%	-12%
O=C(O)C1C2CCC(C2)C1C(=O)Nc1ccc(Cl)c(Cl)c1 (stereo unspecified)	-7	·	·	·	-4%	-1%	-16%	-14%[58.9 µM]	·
C/C(=N\NC(=O)c1ccco1)c1ccc(NC(=O)c2ccccc2)cc1	-16	-15%	1%	4%	0%	4%	-8%	51%[activator]	-16%
CC1CCc2nc(NC(=O)C3CCCO3)sc2C1 (stereo unspecified)	20	-3%	15%	-2%	-6%	3%	-2%	-8%	1%
COc1ccccc1NC(=O)CCN1CCN(C)CC1	-2	2%	30%	8%	-1%	-1%	-12%	14%	0%
C/C(=N\OCc1ccc(C#N)cc1)c1cc2ccccc2o1	1	-8%	0%	-3%	4%	-10%	-25%	40%[activator]	-13%
COc1ccccc1C(=O)NC(=O)COc1ccc(Cl)cc1Cl	-5	·	·	12%	2%	-5%	-7%	28%	·
C=CCn1c(C)cc(C(=O)COc2ccc(N(C)S(=O)(=O)c3ccc(NC(C)=O)cc3)cc2)c1C	1	·	·	33%	-6%	13%	-15%	-9%	·
CCN(CC)S(=O)(=O)c1ccc2c(c1)N(CC(=O)Nc1ccc(OC)cc1)C(=O)CS2	-3	-5%	9%	·	-4%	-2%	-11%	0%	-11%
COc1ccccc1C(=O)OCC(=O)Nc1ccc(N2CCCCC2)cc1	3	·	·	·	-1%	-2%	·	5%	·
CCSc1nnc(-c2cc(Br)ccc2N)c(=O)[nH]1	-6	-2%	7%	-2%	-5%	1%	7%	23%	-8%
COc1ccc2c(c1)CC/C(=C\C=C\c1ccccc1OC)C2=O	10	-8%	2%	5%	-4%	-11%	-11%	29%	7%
COc1cc(OC)cc(C(=O)N[C@H](C(=O)Nc2cc(C)cc(C)c2)C(C)C)c1	-3	3%	-21%	-12%	1%	-1%	-23%	75%[activator]	-12%
c1ccc(NCc2ccccn2)cc1	0	-2%	-11%	4%	-2%	-2%	-8%	?	-23%

A portion of the library; rates above refer to the full screens.
